aDG glyco up = increases alpha dystroglycan glycosylation. Pro5-aDG cells, alpha-DG glycosylation AlphaScreen (IIH6); 0% Pro5, 100% B10-LARGE cell signal. activation, % at 10 µM. 0.22% of 360,000 active;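 active means activation of at least 8% versus controls, or a plate z-score of at least 8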;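 further: Pro5 are CHO cells carrying HIG-tagged alpha-DG that lacks glycosylation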
N-glyco inh = blocks N-linked glycosylation in D54 reporter cells; 0.23% of 360,000 active; reporter increase, % at 12.5 µM; D54 ERlucT glycosylation luciferase reporter, 24 h; percent of 100 nM tunicamycin response; AID 588692;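 active means mean luciferase reporter signal, scaled so untreated is 0 and the glycosylation-blocking control 100, at or above a set limit in every replicate; inconclusive means mean reaches the limit but not every replicate does; inactive means mean below the limit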;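 further: luciferase carries N-glycosylation sites so blocking glycosylation raises the light; 0% = median of neutral control wells and 100% = median of 100 nM tunicamycin wells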
CaV13 ICDI inh = Disruptors of the CACNA1D IQ motif to Ca2+-dependent inactivation inhibitor domain association, primary screening, Förster resonance energy transfer in intact living … | HEK cells, CFP/YFP FRET ICDI-IQ, plate reader, 10 min; percent FRET-ratio fall versus neutral wells | inhibition, % at 12.3 µM | 0.098% of 340,000 active | AID 743397;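 active means mean replicate inhibition of at least 30% and at least 1% of replicates passing that level; inconclusive means only one of the two criteria is met; inactive means neither criterion is met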;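 further: 0% = median of the neutral control wells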
Vif inh = blocks HIV Vif function; HEK293T cells, Vif self-association by quenched fluorescence, imaging, 24 h; inhibition, % at 7.49 µM; 0.35% of 340,000 active; in the data active means inhibition above about 50%, passing the limit was not always enough; inconclusive means no clear call, values can overlap the other calls; inactive means below about 31%; further: some results filed as inactive read as strong as hits
MC4R antag cAMP = antagonists of human melanocortin 4 receptor (MC4R); P32245; MC4R-expressing cells, MTII-stimulated cAMP, LANCE TR-FRET; inhibition, % at 6.5 µM; 0.48% of 360,000 active;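 active means inhibition above its plate's cutoff, the mean of tested wells on that plate plus 3 SD, cut at about 29% in these data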;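 further: 0% = Melanotan II alone and 100% = Melanotan II plus saturating MCL0020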
Target sequence (P32245 whole entry, looked up): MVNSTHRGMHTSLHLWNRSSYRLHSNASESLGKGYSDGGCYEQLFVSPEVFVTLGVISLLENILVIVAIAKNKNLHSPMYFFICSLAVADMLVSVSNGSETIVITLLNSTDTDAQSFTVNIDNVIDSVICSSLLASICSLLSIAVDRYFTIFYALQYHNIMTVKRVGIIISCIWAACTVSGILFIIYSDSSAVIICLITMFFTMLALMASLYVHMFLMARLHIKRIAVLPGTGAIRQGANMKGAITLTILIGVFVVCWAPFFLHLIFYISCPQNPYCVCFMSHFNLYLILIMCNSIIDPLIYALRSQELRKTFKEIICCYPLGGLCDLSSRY
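System: U2OS cells stably expressing human melanocortin 4 receptor (MC4R). Reagent: Melanotan II challenge after compound preincubation. Doses: 6.5 µM. Times: 30-min compound, 1-h challenge, 1-h detection, room temperature. Measured by: TR-FRET with Eu-cAMP and labeled anti-cAMP, 671 nm. Replicates: singlicate.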
m5-HT2A agonist = agonists of mouse serotonin 5-HT2A receptor (HTR2A). P35363. CHO-K1 mHTR2A beta-arrestin complementation, luminescence; percent of 30 µM serotonin response. activation, % at 7.6 µM. 0.66% of 360,000 active. AID 624169;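 active means activation above a run cutoff, the mean activation of all tested compounds plus 3 SD, cut at about 14% in these data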;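 further: 0% = plate median of compound wells and 100% = 30 µM serotonin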
PDI inh = inhibitors of human protein disulfide isomerase | 0.052% of 350,000 active | inhibition, % at 10 µM | PDI insulin aggregation turbidity, A650, 90 min | P07237;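 active means mean inhibition across replicates of 30% or more, whatever share of single replicates reach that level; inconclusive means mean inhibition below 30% while every single replicate reaches 30%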;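 further: absorbance from insulin aggregation driven by PDI reduction with DTT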
Target sequence (P07237 whole entry, looked up): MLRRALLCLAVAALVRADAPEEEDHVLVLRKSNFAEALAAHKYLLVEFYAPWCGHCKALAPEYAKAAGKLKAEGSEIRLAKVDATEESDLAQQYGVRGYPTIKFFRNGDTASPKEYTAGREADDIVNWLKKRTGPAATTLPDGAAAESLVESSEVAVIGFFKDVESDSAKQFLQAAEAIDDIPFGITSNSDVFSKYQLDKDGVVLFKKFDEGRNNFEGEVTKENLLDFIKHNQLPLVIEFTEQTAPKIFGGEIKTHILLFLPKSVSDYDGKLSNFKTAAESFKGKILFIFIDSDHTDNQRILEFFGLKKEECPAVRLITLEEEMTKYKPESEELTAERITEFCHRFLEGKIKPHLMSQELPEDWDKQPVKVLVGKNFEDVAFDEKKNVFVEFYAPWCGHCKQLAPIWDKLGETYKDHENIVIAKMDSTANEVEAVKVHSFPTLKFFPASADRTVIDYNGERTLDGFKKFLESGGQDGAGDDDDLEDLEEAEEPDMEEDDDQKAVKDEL
ABCB6 inh MLPCN = inhibitors of human ABC transporter ABCB6. Q9NP58. K562-ABCB6 porphyrin accumulation, flow cytometry, 1 h; hits give low values. fluorescence ratio to DMSO, % at 10 µM. 0.19% of 360,000 active. AID 602162;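 active means fluorescence ratio to DMSO below 75%, the collection mean minus 3 SD; inconclusive means too few cells collected in the well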;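 further: signal is porphyrin accumulated inside mitochondria; 100% equals median channel fluorescence of DMSO control wells; lower ratio means ABCB6 inhibition with less porphyrin fluorescence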
MC4R barr agon = activates human MC4R beta-arrestin recruitment. P32245. U2OS MC4R beta-arrestin complementation, luminescence; percent of melanotan II response, DMSO zero. activation, % at 8.9 µM. 0.98% of 360,000 active;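 active means activation above a per-plate cutoff, the mean activation of sample wells on that plate plus 3 SD, cut at about 8% in these data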
Cardio protect = protects H9c2 cardiomyocytes from peroxide injury | H2O2 injury protection, ATPLite, 2 h | protection from H2O2 cell death, % at 20 µM | 0.63% of 360,000 active | AID 588492;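 active means compounds giving at least 50% protection of heart cells from peroxide-induced death in the single-dose screen, raw or plate-pattern-corrected value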;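 further: 0% = DMSO wells with peroxide and 100% = DMSO wells without peroxide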
* hit, by the source's call; ? = inconclusive; · = no result given; & = joins results of further samples.

Each structure is followed by: aDG glyco up	N-glyco inh	CaV13 ICDI inh	Vif inh	MC4R antag cAMP	m5-HT2A agonist	PDI inh	ABCB6 inh MLPCN	MC4R barr agon	Cardio protect
CC(C)SC1=NC(C)(C)C=C(/C=C/c2c(Cl)cccc2Cl)N1
    0.0	0	·	3	12	-4	-3	119	-0.1	-15
CCc1ccc(N2CC(C(=O)N3CCN(c4ccccn4)CC3)CC2=O)cc1 (centres undefined)
    0.4	2	-4	-1	-1	0	-3	103	-0.1	5
CC(=O)NC(CC(=O)c1ccc([N+](=O)[O-])cc1)C(Cl)(Cl)Cl (centres undefined)
    0.0	1	-3	-1	-8	4	16	95	-0.4	2
O=C(Cn1c(-c2ccccn2)nc2ccccc21)NCCN1CCOCC1
    -0.2	2	-5	5	4	9	-1	106	-1.3	6
CC(=O)Cc1nsc(NC(=O)c2ccc(-c3cc(Cl)ccc3Cl)o2)n1
    0.0	5	-1	2	-1	0	11	92	0.9	-2
CCN(CC)C(=O)c1cccc(-c2csc(C(C)(O)c3ccc(OC)cc3)n2)c1 (centres undefined)
    -0.1	17	-4	-14	-8	-3	3	86	-2.2	-4
COc1cc(C(=O)OCC(=O)NCC2CCCCC2)ccc1OCC(C)C
    -0.1	-1	-5	-4	3	4	-10	98	-0.6	-4
C=CC[C@@H](CC(=O)N(CCO)Cc1ccccc1)C(=O)N[C@H](COC(=O)[C@@H](CC=C)CC(=O)OC(C)(C)C)C(C)(C)C
    0.1	-6	-11	-14	11	3	3	96	2.1	0
Cc1ccc(C(C(=O)NC2CCCCC2)N2CCCC2)cc1 (centres undefined)
    0.1	1	-3	12	-4	-4	0	93	-0.6	8
CC1=NN(C(N)=S)C(=O)C1N=Nc1cccc(Cl)c1C (centres undefined)
    -0.1	-1	15	-2	6	1	0	90	-2.2	-5
CCN(CCCNC(=O)COc1cc(=O)n(C)c2ccccc12)c1cccc(C)c1
    0.2	4	-5	9	5	-2	-6	96	1.1	6
Cc1nn(C(=O)c2ccco2)c(C)c1Br
    -0.3	0	-5	-2	-12	-2	-2	102	-0.4	29
NC(=O)CC(CC(=O)OCc1ccccc1)c1ccccc1 (centres undefined)
    -0.2	0	-19	-1	2	1	-8	100	0.1	1
Cc1[nH]n(-c2ccccc2)c(=O)c1N=O
    -0.1	8	-4	·	2	0	-7	94	-0.9	-18
O=C(CC1SCCNC1=O)Nc1ccc(Cl)c(Cl)c1 (centres undefined)
    0.0	1	-2	-4	-7	-1	1	106	-1.1	-10
Nc1c(Cl)cc(N=Nc2ccccc2)cc1Cl
    -0.6	0	-14	3	3	2	5	103	2.7	-11
O=C(Nc1ccccc1N1CCOCC1)c1csc2c1CCCC2
    0.4	-1	-2	-4	13	-3	-3	98	0.6	0
CC(=O)C1=CCC(c2ccccc2)N(S(=O)(=O)c2ccccc2C)C1 (centres undefined)
    0.0&0.0	0&1	-5&-3	-1	·	10&3	·	98&99	·	3&5
Cc1ccc(NCC(=O)N/N=C/c2ccncc2)cc1
    -0.3	0	-7	13	1	1	8	95	-1.2	3
CC(=O)C1=C(O)C(=O)N(c2ccc(Br)cn2)C1c1ccccc1[N+](=O)[O-] (centres undefined)
    -0.1	0	-14	0	18	0	2	93	-1.5	-5
CC(=O)Nc1ccc(-c2nnc(SCC(=O)NCc3ccco3)n2C)cc1
    0.0	3	-5	9	8	-2	21	99	-1.9	-5
O=C(CCCN1C(=O)c2ccccc2C1=O)Nc1ccc(S(=O)(=O)N2CCOCC2)cc1
    -0.2	1	-4	-2	13	1	5	95	0.5	0
O=C(NNS(=O)(=O)c1cc(Cl)c(Cl)cc1Cl)c1cccnc1
    -0.2	2	·	2	10	6	3	99	-1.2	0
Cc1ccc(-c2nn(-c3cccc(F)c3)cc2CN(Cc2nccn2C)C(C)C)o1
    0.5	-1	-7	-6	14	2	-6	104	-2.0	-6
CS(=O)(=O)Nc1ccc(C(=O)Nc2ccc(S(=O)(=O)N3CCCC3)cc2)cc1
    -0.4	0	-4	?	6	-2	15	101	-3.2	3
CCOC(=O)C1CCN(C(=O)c2ccc(OCC(=O)Nc3cccc(C(F)(F)F)c3)cc2)CC1
    2.4	-2	-10	-4	3	-9	7	94	-0.6	-13
CS(=O)(=O)N1CCN(c2ccccc2NC(=O)c2ccc(-c3ccc(Br)cc3)o2)CC1
    -0.3	-4	·	-1	-2	2	-9	97	0.0	11
O=C1NC[C@H](CC2CCCCC2)N(CCc2cc(C(F)(F)F)cc(C(F)(F)F)c2)C1=O
    0.2	·	-12	·	·	1	·	103	·	·
COc1ccc(C(=O)Nc2nnc(Cc3ccc(OC)c(OC)c3)s2)c(OC)c1
    0.4	3	-19	-6	3	0	3	95	0.9	3
CC(C)(C)Cc1c(-c2cccc(Cl)c2)nc2ccc(Br)cn12
    0.4	2	-6	·	·	3	·	100	·	-4
O=c1oc(-c2cccs2)nc2sc3c(c12)CCCC3
    -0.1	3	-6	·	-2	3	4	101	4.9	-14
COc1ccc(CNc2nc3ccccc3n2Cc2ccc(C)cc2)cc1OC
    1.0	-1	-3	-1	-2	0	-6	99	-1.6	2
COc1ccc(C(=O)NCC(=O)OCC(=O)c2ccc3c(c2)NC(=O)CO3)cc1OC
    -0.2	1	-3	7	-1	-1	26	94	-1.2	-1
COc1ccc(-n2c(SCC(=O)Nc3ccc(Br)cc3)nc(O)cc2=O)cc1
    0.1	-1	12	-2	-2	-1	-1	92	-0.8	4
Cc1cccc(NC(=O)Nc2ccc(OCc3ccccc3)cc2)n1
    0.0	-3	-6	-8	0	6	6	97	1.3	-8
Cc1cccc(N(CC(=O)NCCC2=CCCCC2)S(C)(=O)=O)c1C
    0.0	-2	-9	·	5	0	-5	100	1.5	-3
Cc1ccc(-c2csc3nc(C)n(-n4cccc4)c(=O)c23)o1
    -0.1	2	·	-6	4	-2	9	106	0.9	19
O=C(NCCc1cccc(F)c1)C1CC(O)CN1C(=O)Nc1ccccc1 (centres undefined)
    0.0	0	-5	·	-1	4	3	87	-2.2	1
Cc1ccc(CN2CCN(C/C=C/c3ccc(F)cc3)CC2CCO)o1 (centres undefined)
    0.0	1	-1	-4	-3	-5	9	98	-0.3	0
CCCOC(=O)Cn1cnc2scc(-c3ccc(C)cc3)c2c1=O
    0.0	2	-5	-1	1	-3	9	95	1.1	13
COc1ccc(C(=O)NC(=S)Nc2ccccc2[N+](=O)[O-])cc1OC
    0.0	-1	-2	0	-5	1	6	104	-1.2	4
COc1ccc(CN2CCN(C(=O)CC(C)C)CC2)c2ccccc12
    0.2	3	1	·	11	7	2	103	0.3	-3
NC(=O)SCC(=O)Nc1ccc(Cl)c(Cl)c1
    -0.3	3	-1	-11	4	10	7	96	-0.3	-8
O=C(Cc1ccccc1)NNC(=O)Nc1cccc(Cl)c1
    0.0	-3	-4	5	10	4	-2	92	0.8	0
CC(C)C(=O)Nc1cc2c3c(c1)CCC(=O)N3CCC2
    -0.1	1	-11	16	2	-6	2	94	-0.7	4
OCCN1CCN(c2cnc(-c3ccsc3)cn2)CC1
    -0.1	-5	-9	3	10	13	-2	98	-2.5	2
Cc1cc(C(=O)OCC(=O)NC2(C#N)CCCCC2)c(C)o1
    -0.1	0	-6	·	9	4	-1	99	-1.2	1
CCCCC(CC)CNC(=O)CN1C(=O)NC2(CCc3ccccc32)C1=O (centres undefined)
    -0.1	2	-17	6	6	5	-15	98	-1.4	1
Cc1cc2nc(N3CCN(C(=O)c4cccs4)CC3)sc2cc1C
    0.0	-3	-6	-15	6	-3	-6	96	-0.3	-10
O=C(NNc1c(F)c(F)cc(F)c1F)c1cc2ccccc2oc1=O
    0.1	3	-2	12	4	0	-2	94	-0.3	0
COc1ccc(-c2nc3nc(C)c(Cc4ccccc4)c(=O)n3[nH]2)cc1
    -0.1	3	-9	5	12	3	2	94	-1.5	-9
Cc1cc(NS(=O)(=O)Cc2ccccc2)no1
    -0.1	1	-6	·	1	4	2	99	-2.8	5
NC(=O)C1CCN(C(=O)CC2(CC(=O)O)CCCC2)CC1
    -0.2	-1	-4	18	2	-5	2	88	-1.2	-1
CC(C)C1Cc2[nH]c(=S)[nH]c(=O)c2C(c2ccc(F)cc2)O1 (centres undefined)
    -0.2	2	-2	·	·	-2	·	99	·	7
COc1ccc(C(=O)NNC(=O)CCC(=O)Nc2cc(C)on2)cc1
    0.1	3	-5	-3	14	1	1	94	-0.5	-6
COc1cc(C(=O)NC(=S)Nc2ccccc2N2CCCC2)cc(OC)c1OC
    0.0	14	-2	-3	1	-2	-4	96	-0.9	12
COc1cc2c(cc1OC)-c1nnnn1C(C)(C)C2
    0.0	-1	-4	2	-6	11	13	99	1.0	-5
COc1cc(OC)c(C(=O)OCC(=O)N2CCOCC2)cc1OC
    -0.2	1	-2	1	4	-3	-17	96	-1.2	-6
CCOc1ccc(Nc2nc(N3CCCCC3)nc(N3CCCCC3)n2)cc1
    -0.3	-1	-3	9	8	-2	-2	100	-0.4	-8
O=C(C1CCN(S(=O)(=O)c2ccccc2)CC1)N1CCN(c2ccccc2)CC1
    -0.1	-4	-5	1	-1	7	11	98	1.0	5

Following part.
Each structure is followed by: aDG glyco up	N-glyco inh	CaV13 ICDI inh	Vif inh	MC4R antag cAMP	m5-HT2A agonist	PDI inh	ABCB6 inh MLPCN	MC4R barr agon	Cardio protect
O=C(Nc1cccc(Cl)c1)Nc1ccon1
    -0.1	·	-8	·	-3	-5	6	99	-3.0	-7
CC(C)C[C@H]1CNC(=S)N1C[C@H]1CCCN1C[C@H](CC(C)C)N1C[C@H](Cc2ccccc2)N(CCc2ccccc2)C1=S
    0.6	-12	-6	10	·	-8	·	95	·	-2
O=C(Nc1ccc(Cl)cc1N1CCOCC1)C1CCCCC1
    0.3	-3	-6	-6	3	-3	-7	96	-2.1	0
CNC(=O)CN1C(=O)CSc2ncccc21
    0.1	2	7	22	-2	6	12	93	1.2	5
O=C(O)c1ccc(N2C(=O)/C(=C\c3ccccc3)N=C2c2ccccc2)cc1
    0.0	2	-13	6	3	0	-16	101	-0.9	9
CCOc1ccc(S(=O)(=O)NCCC2=CCCCC2)c2ccccc12
    0.3	-2	-7	3	6	1	0	102	1.9	-16
CCCNC(=O)COc1ccc(S(=O)(=O)Nc2ccc(C)cc2)cc1
    -0.1	-4	-7	12	7	-5	-3	95	-0.7	3
COc1ccc(/C=C2\CCCC3C2=NN(C(=O)CSc2n[nH]c(N)n2)C3c2ccc(OC)cc2)cc1 (centres undefined)
    -0.6	1	1	-5	1	-2	-2	85	-3.5	-4
CC(=O)Nc1ccc(S(=O)(=O)N(C)CC(=O)NNc2c(F)c(F)cc(F)c2F)cc1
    -0.5	2	-3	12	4	-5	-14	99	0.5	-2

Source: PubChem BioAssay (several laboratories)

No enrichment for hits; about 3.6% have a hit in one of these screens.
